# Compound activity (PubChem BioAssay)
# M5 PAM = potentiates acetylcholine response at human M5 receptor; P08912; CHO-K1 hM5, Fluo-8 calcium, ACh EC20 PAM; 0% = ACh EC20, 100% = ACh EC100; activation, % at 3 µM; actives 0.3% (n = 360,000); AID 624038;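 active = activation above the run cutoff, the mean activation of all test compounds plus 3 SD, cut at about 18% in these data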
# Target sequence (P08912 whole entry, looked up): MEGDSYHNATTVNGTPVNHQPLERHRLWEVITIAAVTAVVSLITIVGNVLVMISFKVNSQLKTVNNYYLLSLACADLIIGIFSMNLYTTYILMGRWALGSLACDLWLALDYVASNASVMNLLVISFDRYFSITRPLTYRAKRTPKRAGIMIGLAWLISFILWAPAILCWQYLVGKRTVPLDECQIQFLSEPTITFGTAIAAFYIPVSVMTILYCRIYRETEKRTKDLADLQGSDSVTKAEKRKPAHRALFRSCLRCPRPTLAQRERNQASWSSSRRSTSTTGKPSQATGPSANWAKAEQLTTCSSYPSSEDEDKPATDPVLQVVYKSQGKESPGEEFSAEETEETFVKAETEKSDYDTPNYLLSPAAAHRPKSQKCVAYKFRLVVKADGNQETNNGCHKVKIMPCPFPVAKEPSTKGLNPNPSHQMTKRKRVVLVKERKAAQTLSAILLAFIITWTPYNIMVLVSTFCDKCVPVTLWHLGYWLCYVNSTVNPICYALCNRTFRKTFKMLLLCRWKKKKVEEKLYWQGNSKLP
#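 Measured by: Fluo-8 calcium fluorescence; material: human M5 receptor in CHO-K1 cells; schedule: Post-acetylcholine fluorescence recording 140 s; benchmarks: low control EC20 acetylcholine (0%), high control EC100 acetylcholine (100%); read-out: Max/basal fluorescence ratio as % of EC20–EC100 ACh window; compound: single dose, 3 µM nominal final test concentration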
# M4 ag = CHRM4 agonism in calcium assay. activation, % at 3 µM. actives 0.14% (n = 360,000). AID 624127. CHO-K1 hM4/Gqi5, Fluo-8 calcium fluorescence; vehicle 0%, full acetylcholine response 100%;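 active = activation above the run mean over all test wells plus 3 SD, cut at about 32% in these data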;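 note: peak over basal fluorescence ratio per well then scaled between controls; 0% = DMSO wells and 100% = acetylcholine at EC100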
# Target sequence (P08173 whole entry, looked up): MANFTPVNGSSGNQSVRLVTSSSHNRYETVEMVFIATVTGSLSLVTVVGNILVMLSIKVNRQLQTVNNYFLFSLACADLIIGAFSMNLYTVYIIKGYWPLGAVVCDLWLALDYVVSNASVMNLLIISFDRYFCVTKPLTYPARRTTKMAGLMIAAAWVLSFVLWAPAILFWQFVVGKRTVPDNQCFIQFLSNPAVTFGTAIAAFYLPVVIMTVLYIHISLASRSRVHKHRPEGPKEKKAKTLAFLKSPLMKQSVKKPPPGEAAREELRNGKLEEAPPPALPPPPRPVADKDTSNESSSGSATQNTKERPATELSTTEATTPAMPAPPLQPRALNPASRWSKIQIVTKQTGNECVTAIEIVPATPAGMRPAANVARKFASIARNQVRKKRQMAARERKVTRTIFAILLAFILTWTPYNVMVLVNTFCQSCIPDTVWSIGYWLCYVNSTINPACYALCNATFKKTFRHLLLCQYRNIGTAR
# CHO-K1 Ca antag = nonselective inhibitor or artifact in parental CHO-K1 cells; ATP-induced calcium, Fluo-8 fluorescence; inhibition, % at 3 µM; actives 0.6% (n = 360,000);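 active = inhibition above a per-plate cutoff, the plate's mean sample inhibition plus 3 SD, cut at about 24% in these data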;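 note: 0% = DMSO plus EC80 ATP and 100% = DMSO alone without ATP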
# M5 ag = CHRM5 agonism in calcium assay. AID 624037. actives 0.19% (n = 360,000). P08912. activation, % at 3 µM. CHO-K1 hM5 cells, Fluo-8 calcium fluorescence; 0% DMSO wells, 100% maximal acetylcholine response;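 active = activation above the run's mean over test compounds plus 3 SD, cut at about 23% in these data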;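 note: signal is peak over basal fluorescence ratio across the kinetic read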
# CHRM5 antagonist = blocks acetylcholine activation of human M5 receptor; P08912; CHO-hM5 cells, Fluo-8 calcium fluorescence, ACh EC80; inhibition, % at 3 µM; actives 0.59% (n = 360,000);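 active = inhibition above a per-plate cutoff, the mean of that plate's test compounds plus 3 SD, cut at about 27% in these data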;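 note: 0% = acetylcholine EC80 with DMSO and 100% = DMSO without agonist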
# CHO-K1 Ca PAM = M1 PAM counterscreen hit in parental CHO-K1 cells. activation, % at 3 µM. ATP EC20, Fluo-8 calcium fluorescence; 0% at ATP EC20, 100% at ATP max. actives 0.02% (n = 360,000);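 active = activation above the run cutoff, the mean activation of all test compounds plus 3 SD, cut at about 40% in these data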;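 note: peak over basal fluorescence ratio in a 140 s read after ATP addition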
# M1 ag parental = counter-screen for M1 agonists: effect in parental CHO-K1 cells; actives 0.48% (n = 360,000); Fluo-8 calcium fluorescence; scaled to maximal ATP response, vehicle zero; activation, % at 3 µM; AID 602248; in the data active = activation above about 15%;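 note: untransfected CHO-K1 host cells lacking M1 receptor as counterscreen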
# M4 antag = CHRM4 antagonism in calcium assay | actives 0.73% (n = 360,000) | AID 624125 | CHO-hM4 cells, ACh EC80, Fluo-8 calcium fluorescence | inhibition, % at 3 µM;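 active = inhibition above its plate's cutoff, the mean inhibition of sample wells plus 3 SD, cut at about 27% in these data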;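 note: 0% = acetylcholine EC80 with DMSO and 100% = DMSO without agonist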
# CHRM4 PAM = CHRM4 positive allosteric modulation. activation, % at 3 µM. actives 0.4% (n = 360,000). CHO-K1 hM4/Gqi5, Fluo-8 calcium fluorescence, ACh EC20; 0% = ACh EC20, 100% = maximal ACh;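 active = activation above its plate's cutoff, the mean activation of sample wells plus 3 SD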; note: some results filed as inactive read as strong as hits
# Starred values were filed as active, the others as inactive.
SMILES,M5 PAM,M4 ag,CHO-K1 Ca antag,M5 ag,CHRM5 antagonist,CHO-K1 Ca PAM,M1 ag parental,M4 antag,CHRM4 PAM
CC(=O)NC(Cc1ccccc1F)C(=O)NC1CCN(c2ncccc2[N+](=O)[O-])CC1 (centres undefined),-7.4,1.4,-10.7,-2.6,6.5,6.8,0.2,0.4,5.0
CC1(C)Cc2c(sc3nc4n(c(=O)c23)CCC4)CO1,-3.3,0.1,4.2,0.0,0.3,3.0,0.0,5.3,-2.1
Cc1cc2c3c(c1)C(C)CC(C)(C)N3C(=O)C2=C(C#N)C#N (centres undefined),-2.8,-1.2,-5.1,3.0,16.7,-6.2,-0.4,5.8,-2.5
CCOC(=O)c1nnn(-c2nonc2N)c1-c1ccccc1,3.6,0.1,-10.7,-4.6,4.9,10.9,0.1,8.8,-6.8
Cc1noc(C)c1C(=O)NC(Cc1c[nH]c2ccccc12)C(=O)O (centres undefined),8.0,0.1,-6.9,2.5,-1.7,-0.4,0.5,7.2,5.5
C=CCn1c(SCc2ccc(F)cc2)nc2c1c(=O)[nH]c(=O)n2C,-4.9,3.9,12.3,-5.1,6.0,-0.6,0.6,-14.7,4.3
COc1ccc(NC(=O)N(C)C[C@@H]2OCc3cnnn3CCCC(=O)N([C@@H](C)CO)C[C@H]2C)c(OC)c1,-0.9,0.5,-7.6,-1.0,3.5,0.4,-0.3,6.6,-2.4
O=C(O)c1ccc(-c2nc3scc(-c4ccccc4)c3c(=O)[nH]2)cc1,7.0,0.7,-17.8,-2.1,2.9,6.8,0.6,4.7,3.6
CCN(CC)S(=O)(=O)c1cc(NC(=O)COC(=O)CCC(=O)c2ccc(F)cc2)ccc1C,-5.8,12.3,-16.4,-1.4,5.9,18.5,8.7,-10.8,7.2
O=C(Cc1ccccc1)Nc1c(Cl)ccc2nsnc12,-1.0,1.6,-7.1,-11.2,1.8,18.9,0.8,2.1,-1.8
COc1ccc(S(=O)(=O)N(C)C[C@@H]2OCc3cn(nn3)CCCC(=O)N([C@H](C)CO)C[C@H]2C)cc1,-1.6,2.3,5.8,2.6,9.6,2.0,0.3,-6.3,6.2
N#C/C(=C\c1cn(Cc2ccccc2)c2ccccc12)C(=O)NCc1ccco1,-9.3,-1.2,-8.5,-6.9,-3.9,9.1,-0.2,-19.6,-3.7
CN(CC(=O)NCCC1=CCCCC1)S(=O)(=O)c1ccc2c(c1)c(=O)n(C)c(=O)n2C,-9.6,5.9,-2.2,-1.2,-0.2,9.1,1.8,1.4,-7.3
Cc1ccc2nc(C3CCCN(C(=S)Nc4cccc(C)c4C)C3)[nH]c2c1 (centres undefined),-7.9,0.2,-18.8,-5.5,10.7,4.2,-0.2,0.0,-2.5
CC(NC(=O)c1ccc(NC2=NC3CS(=O)(=O)CC3S2)cc1)c1ccccc1 (centres undefined),-18.0,-0.3,8.9,-1.0,13.1,-2.5,-0.1,94.4*,-17.9
CCn1ccc(C(=O)N2CCOCC2)n1,-2.4,1.0,-1.3,-2.2,-11.6,17.2,0.8,-17.7,9.0
Cc1cccc(NC(=O)c2ccc(NC(=O)CC3SC(N4CCCC4)=NC3=O)cc2)n1 (centres undefined),1.6,0.8,11.8,1.8,4.0,10.1,-0.1,9.1,-1.2
COC(=O)N(C)C[C@H]1OCc2cnnn2CCCC(=O)N([C@@H](C)CO)C[C@@H]1C,-0.3,0.5,-11.1,1.5,-4.8,14.3,0.2,-4.6,4.3
Cc1c(OCC(=O)N[C@@H](Cc2c[nH]c3ccccc23)C(=O)O)ccc2c1oc(=O)c1ccccc12,-4.9,2.6,-11.5,4.5,4.1,11.7,0.9,-7.3,-1.3
CCc1nnc(NC(=O)CCc2c[nH]c3ccccc23)s1,0.3,3.4,-6.5,-2.8,2.5,9.5,0.7,2.5,-3.2
Cc1nc2ccc(NC(=S)NCc3ccccc3)cc2nc1C,2.2,2.1,-9.8,-0.1,3.7,13.0,0.3,13.4,-2.9
CCOC(=O)c1c(-c2ccc(C)cc2)csc1/N=C/N(C)C,-1.4,-3.0,-14.1,-4.9,9.2,2.9,0.1,-24.0,4.9
COC(=O)Cc1ccc(NC(=S)N2CCC(Cc3ccccc3)CC2)cc1,-9.8,6.3,12.9,-16.4,1.8,3.3,5.3,-3.8,-6.5
CC(Sc1nn(-c2ccccc2)c(=S)s1)C(=O)NCC1CCCO1 (centres undefined),-4.2,1.2,-17.1,-6.0,7.3,11.6,1.1,-11.7,-2.5
CCc1cccc(CC)c1NC(=O)COC(=O)Cc1ccsc1,-3.7,0.4,3.5,0.7,2.9,22.4,-0.2,-1.7,9.4
SMILES,M5 PAM,M4 ag,CHO-K1 Ca antag,M5 ag,CHRM5 antagonist,CHO-K1 Ca PAM,M1 ag parental,M4 antag,CHRM4 PAM
NC(=O)c1nsc(C(=O)N(CC(=O)NC2CCCCC2)c2cccc(F)c2)c1N,-3.2,1.1,-6.2,-1.4,5.4,3.0,1.4,2.3,4.7
COc1ccc(NC(=O)CSc2nnnn2-c2cccc(OC)c2)cc1,0.9,0.9,5.0,1.8,9.7,11.8,0.9,-4.3,-1.2
CCC(c1nnc(SCC(=O)NCC2CCCO2)n1Cc1ccccc1)N(C)C (centres undefined),-2.5,0.7,-7.5,-5.7,-2.4,9.4,0.2,2.4,-4.7
O=C1N/C(=C/c2cccn2-c2ccccc2)C(=O)N1c1cccc(Cl)c1,-2.9,0.8,-11.7,1.6,7.5,17.7,0.8,5.2,0.1
NC(N)=N/N=C/c1cccc(Cl)c1Cl,6.3,6.5,-0.6,6.4,3.3,0.4,4.3,-4.5,0.2
CN(NC(=O)Nc1ccccc1)c1cnn(C)c(=O)c1Cl,9.3,0.5,2.9,2.0,-0.4,-18.1,-0.2,-2.7,-0.1
Cc1cccc(NC(=O)CN(C2=NC3CS(=O)(=O)CC3S2)c2ccccc2F)c1 (centres undefined),0.4,0.6,3.1,0.8,-2.6,1.0,0.5,-6.3,-2.8
CCOc1ccc(C(=O)NNC(=O)CN2C(=O)C3CC=CCC3C2=O)cc1OC (centres undefined),3.5,-0.7,-12.2,0.0,-8.1,8.8,0.1,7.8,3.7
Cc1ccc(-c2n[nH]c(=O)c3ccccc23)cc1S(=O)(=O)N(C)CCO,0.1,1.4,-0.2,-0.2,-0.4,2.0,0.9,17.7,-4.5
C=CCn1c(COC)nnc1SCC(=O)c1ccc(F)cc1,-1.6,-0.3,-8.7,2.8,4.1,10.4,0.2,-0.4,8.8
CCCC(=O)Nc1cccc(NC(=O)c2ccccc2Br)c1,2.5,4.0,-29.5,2.7,-2.8,22.2,1.5,3.0,2.8
CC(NC(=O)c1ccc(NS(C)(=O)=O)cc1)c1ccccc1 (centres undefined),0.0,0.7,-4.8,-0.6,0.8,10.5,0.0,-3.3,4.4
Cc1ccc(OCC(=O)NNC(=O)c2cc3ccccc3o2)cc1C,7.5,0.0,-10.5,1.8,-14.4,11.7,-0.3,3.8,13.0
O=C1c2ccccc2-c2nc3ccccc3nc21,0.0,0.7,-7.6,-1.6,-0.4,17.8,0.1,10.7,-1.0
COc1coc(C(O)CN)cc1=O (centres undefined),-4.7,0.2,1.9,-3.6,3.0,15.5,10.0,3.2,0.2
O=C(Nc1ccccc1F)c1ccccc1-c1ccccc1,0.1,-0.3,-3.5,-3.6,-1.5,5.3,-0.2,1.8,-2.8
Cc1cc(C(=O)CN2C(=O)NC3(CCCCC3C)C2=O)c(C)n1Cc1cccs1 (centres undefined),1.4,0.2,-3.4,0.4,-4.4,5.9,0.4,-4.2,9.0
CC(CCl)n1c(=O)c2ccccc2n1S(C)(=O)=O (centres undefined),-6.5,-0.1,-15.6,0.8,12.4,6.8,0.5,10.1,-2.5
Cc1ccc(C2=C(CC(=O)O)C(=O)CC2)cc1,6.9,0.4,-0.6,-2.4,-11.4,8.0,0.2,-5.3,-7.3
C=CCOc1cccc(C2C(C(=O)c3cc4ccccc4o3)=C(O)C(=O)N2c2cc(C)on2)c1 (centres undefined),0.4,-0.4,-10.6,-2.3,-1.6,5.5,0.6,1.9,-0.1
CCn1cc(C(=O)NC2CCCCC2)c(=O)c2ccc(C)nc21,6.0,0.7,4.6,-2.6,-12.3,5.2,-0.3,-14.1,4.8
O=C(N/N=C1\CC2CC=CC12)c1ccccc1Cl (centres undefined),-1.6,0.6,2.0,1.7,1.9,1.1,0.0,-5.6,-3.0
CN(CC(=O)NC1CCCCCC1)S(=O)(=O)c1ccc2c(c1)n(C)c(=O)c(=O)n2C,-4.6,1.7,-2.4,-0.2,1.4,19.8,0.1,-9.7,3.0
COc1ccc(-n2cc(CNC3CCN(C)CC3)c(-c3cccc(F)c3)n2)cc1,-1.9,9.2,10.3,-4.0,9.2,-5.8,1.9,-1.9,1.9
C/C(=N\OCC(=O)O)c1ccc(Cl)cc1,-3.7,10.1,-7.6,-3.1,1.8,15.2,3.6,-5.1,-8.1
SMILES,M5 PAM,M4 ag,CHO-K1 Ca antag,M5 ag,CHRM5 antagonist,CHO-K1 Ca PAM,M1 ag parental,M4 antag,CHRM4 PAM
O=C(N1CCCCCC1)N1CCN(S(=O)(=O)N2CCCCC2)CC1,-4.5,1.8,-10.4,0.4,4.9,18.3,0.6,-6.0,5.2
Cc1ccc(CNS(=O)(=O)c2ccc3c(c2)NC(=O)C(C)S3)cc1 (centres undefined),-2.5,8.4,-6.2,2.1,-7.3,-6.0,4.9,-13.5,1.8
c1ccc2c(c1)CCN(C1=Nc3cccc4cccc1c34)C2,-1.7,3.9,20.2,-4.5,5.7,-7.7,2.0,-1.5,-6.1
OC(CNC1Cc2ccccc2C1)c1ccccc1 (centres undefined),-2.5,2.4,-18.2,-4.5,-0.3,2.6,1.9,-11.6,2.8
Cc1ccc(-c2nnn(CC(=O)N(CC(=O)NC3CCCCC3)c3cccc(F)c3)n2)o1,-1.3,3.1,0.7,0.1,6.3,3.0,20.4*,-3.0,1.0
Cc1c(CCOC(=O)C23CC4CC(CC(C4)C2)C3)sc[n+]1Cc1ccccc1,-18.1,2.2,7.4,-7.0,18.2,3.6,0.9,24.9,-14.2
CCOc1ccc(-n2c(C)c(C(=O)O)c3cc(OC)ccc32)cc1,-3.0,-0.5,4.0,-0.5,6.2,-10.4,-1.0,-11.4,3.9
CC(=O)C1=NN(c2ccccc2)C(c2cccs2)N1c1ccc(N(C)C)cc1 (centres undefined),-1.6,0.1,-35.5,-2.4,-1.3,17.4,0.5,-2.1,2.7
CCOCCCNC(=O)C1CCN(C(=O)Nc2ccc(C)cc2)CC1,4.5,0.8,-0.8,-0.4,-9.2,14.4,0.0,8.2,2.1

# Arranged by count of non-hydrogen atoms (rising): some entries from above.
SMILES,M5 PAM,M4 ag,CHO-K1 Ca antag,M5 ag,CHRM5 antagonist,CHO-K1 Ca PAM,M1 ag parental,M4 antag,CHRM4 PAM
CC(CCl)n1c(=O)c2ccccc2n1S(C)(=O)=O (centres undefined),-6.5,-0.1,-15.6,0.8,12.4,6.8,0.5,10.1,-2.5
COC(=O)N(C)C[C@H]1OCc2cnnn2CCCC(=O)N([C@@H](C)CO)C[C@@H]1C,-0.3,0.5,-11.1,1.5,-4.8,14.3,0.2,-4.6,4.3
N#C/C(=C\c1cn(Cc2ccccc2)c2ccccc12)C(=O)NCc1ccco1,-9.3,-1.2,-8.5,-6.9,-3.9,9.1,-0.2,-19.6,-3.7
COc1ccc(S(=O)(=O)N(C)C[C@@H]2OCc3cn(nn3)CCCC(=O)N([C@H](C)CO)C[C@H]2C)cc1,-1.6,2.3,5.8,2.6,9.6,2.0,0.3,-6.3,6.2
